# G6PDH CS: L. mesenteroides G6PDH inhibitors, counter-screen for G6PDH-coupled screening assays, biochemical, Leuconostoc mesenteroides enzyme | glucose-6-phosphate dehydrogenase [Leuconostoc mesenteroides] | Purified L. mesenteroides G6PDH, diaphorase/resazurin coupled fluorescence, 45 min | inhibition, % at 5 µM | 0.12% of 200,000 active | AID 1020, 2008; in the data active means inhibition above about 50%
# PMI act hi M6P: human PMI activators, high substrate, primary screen, biochemical, fluorescence intensity, near-saturating mannose 6-phosphate; coupled PMI enzyme assay, resazurin fluorescence, 20 min; stronger effect = higher value; 1 = untreated enzyme, 0 = substrate-free blank; 0.34% of 190,000 active; activation factor at 20 µM;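 active means activation factor of 2 or more at 20 µM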
#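 Test system: human phosphomannose isomerase with PGI, G6PDH, diaphorase coupling enzymes / Doses: 20 µM compound, 1% DMSO / Times: enzyme reaction with compound 20 min at room temperature / Measured by: Diaphorase-driven resazurin-to-resorufin fluorescence, excitation 544, emission 590 nm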
# Diaph inh CS: diaphorase inhibitors and chemical oxidizers, primary screen, counter-screen for diaphorase-coupled primary assays, biochemical, uHTS, resorufin fluorescence | diaphorase resazurin-to-resorufin fluorescence, NADH, 16 min; bacterial (C. kluyveri) enzyme, not human | inhibition, % at 20 µM | 0.69% of 190,000 active | AID 1217, 2008;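 active means primary screen inhibition at 20 µM above a set limit, cut at about 50% in these data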;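 further: plate controls were DMSO with full reaction for no effect and wells lacking NADH for full effect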
#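 Test system: bacterial diaphorase enzyme (C. kluyveri); Quantity: 0.14 U/mL diaphorase, enzyme working solution; Times: reaction incubation of 16 min at room temperature; Measured by: fluorescence of resorufin formed from resazurin, Ex 544/Em 590 nm; Benchmarks: positive control minus NADH, DMSO neutral control.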
# S1P3 antagonist: S1P3 receptor antagonists, primary screen, cell-based; Sphingosine 1-phosphate receptor 3 (Homo sapiens), Q99500; CHO S1P3 NFAT-BLA reporter, FRET fluorescence, antagonist mode; inhibition, % at 4.98 µM; 0.27% of 170,000 active; AID 485, 2006;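 active means inhibition above the plate cutoff, the mean inhibition of test wells on that plate plus 3 SD, cut at about 28% in these data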;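 further: cells challenged with S1P at its EC80 of 0.8 µM; blue over green emission ratio from cleaved BLA substrate after 4 h stimulation; 0% = S1P-stimulated wells and 100% = unstimulated DMSO-only wells; some compounds past the cut are filed as inactive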
# SRC2 TRFRET art: TR-FRET signal artefacts, primary screen, artefact control for PPARgamma SRC-2 agonist project, biochemical; TR-FRET artefact counter-screen; stronger effect = higher value; TR-FRET ratio at 8 µM; 0.4% of 200,000 active; in the data active means TR-FRET ratio above about 2000; further: inactives centre near 1500
# ROMK mod: ROMK potassium channel modulators, primary screen, cell-based, thallium flux, MLSMR library; 2% of 130,000 active; Tet-inducible ROMK, thallium flux fluorescence; actives lie on both sides; B-score at 10 µM; ATP-sensitive inward rectifier potassium channel 1 (Homo sapiens), P48048;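 active means signal ratio slope over the read window, or its plate-corrected B-score, at least 3 SD from the plate mean, either direction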;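 further: B-score of the F/F0 ratio slope over 7 to 12 s after thallium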
# Target sequence (P48048 whole entry, looked up): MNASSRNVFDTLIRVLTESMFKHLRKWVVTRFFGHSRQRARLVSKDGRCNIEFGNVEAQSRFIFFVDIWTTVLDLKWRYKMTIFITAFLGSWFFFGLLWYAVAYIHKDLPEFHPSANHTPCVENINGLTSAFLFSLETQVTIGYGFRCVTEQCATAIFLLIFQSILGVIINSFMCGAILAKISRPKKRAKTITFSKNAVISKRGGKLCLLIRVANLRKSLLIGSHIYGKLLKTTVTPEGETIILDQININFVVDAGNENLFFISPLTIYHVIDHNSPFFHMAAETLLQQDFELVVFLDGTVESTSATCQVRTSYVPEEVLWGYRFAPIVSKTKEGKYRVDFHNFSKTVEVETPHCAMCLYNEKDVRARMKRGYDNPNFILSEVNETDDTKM
# Diaph act CS: compounds boosting diaphorase resazurin reduction – biochemical, uHTS, resorufin fluorescence, counter-screen for diaphorase-coupled primary assays, primary screen; AID 1229, 2008; Diaphorase/resazurin coupled assay, 16 min; stronger effect = higher value; 1 = vehicle wells, 0 = NADH-free wells; 0.005% of 190,000 active; activation factor at 20 µM;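 active means diaphorase activity raised at least twofold by the compound at 20 µM; inactive means activation factor below 2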
#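 Material: purified diaphorase enzyme from Clostridium kluyveri / Medium: HEPES pH 7.4 buffer with MgCl2 and Tween 20 / Schedule: enzyme reaction of 16 min at room temperature / Measured by: resorufin fluorescence, excitation 544 nm, emission 590 nm / Evaluation: rise in resorufin formation, marking diaphorase activation or chemical reduction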
# PPARg SRC2 recr: agonists of PPARg-SRC-2 recruitment, primary screen, biochemical, HTS; Peroxisome proliferator-activated receptor gamma (Homo sapiens), P37231; activation, % at 8 µM; PPARgamma LBD-SRC-2 recruitment; 0.34% of 200,000 active; AID 1032, 2008; in the data active means activation above about 22%;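 further: 0% = vehicle and 100% = reference agonist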
# Target sequence (P37231 whole entry, looked up, the tested form may be a part): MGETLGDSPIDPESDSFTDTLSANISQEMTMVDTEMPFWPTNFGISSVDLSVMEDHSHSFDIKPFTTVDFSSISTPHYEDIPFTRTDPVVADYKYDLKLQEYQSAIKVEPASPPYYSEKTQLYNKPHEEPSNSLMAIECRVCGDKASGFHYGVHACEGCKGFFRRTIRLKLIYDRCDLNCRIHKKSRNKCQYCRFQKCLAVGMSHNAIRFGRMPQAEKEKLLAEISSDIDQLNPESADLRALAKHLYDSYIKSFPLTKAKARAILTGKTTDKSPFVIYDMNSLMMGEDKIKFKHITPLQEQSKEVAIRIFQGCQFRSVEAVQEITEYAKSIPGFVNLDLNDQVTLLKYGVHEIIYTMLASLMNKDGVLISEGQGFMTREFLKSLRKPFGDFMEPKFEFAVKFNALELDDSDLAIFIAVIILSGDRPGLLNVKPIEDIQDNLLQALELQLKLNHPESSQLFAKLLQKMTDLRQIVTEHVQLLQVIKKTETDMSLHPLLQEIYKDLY
# PPARg SRC1 recr: PPARgamma agonists recruiting SRC-1 coactivator, primary screen, biochemical; activation, % at 8 µM; Peroxisome proliferator-activated receptor gamma (Homo sapiens), P37231; 0.41% of 200,000 active; PPARgamma-SRC-1 coactivator recruitment biochemical assay; AID 631, 2007; in the data active means activation above about 19%;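 further: 0% = DMSO and 100% = reference agonist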
# PMI activator: activators of human PMI, primary screen, biochemical, fluorescence intensity, near-Km mannose 6-phosphate; Mannose-6-phosphate isomerase (Homo sapiens), P34949; purified human PMI, coupled resazurin fluorescence, 20 min; stronger effect = higher value; 1 = vehicle control, 0 substrate-free wells; activation factor at 20 µM; 0.005% of 190,000 active;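 active means activation factor of 2 or more at 20 µM, relative to plate controls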
# PPARg SRC3 recr: PPARgamma agonists recruiting SRC-3 coactivator, primary screen, biochemical | Peroxisome proliferator-activated receptor gamma (Homo sapiens), P37231 | activation, % at 8 µM | 0.26% of 200,000 active | biochemical PPARgamma/SRC-3 coactivator recruitment assay; in the data active means activation above about 23%;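 further: 0% = DMSO and 100% = reference agonist; some compounds past the cut are filed as inactive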
# Active calls of the source: *; . = no result given.
SMILES,G6PDH CS,PMI act hi M6P,Diaph inh CS,S1P3 antagonist,SRC2 TRFRET art,ROMK mod,Diaph act CS,PPARg SRC2 recr,PPARg SRC1 recr,PMI activator,PPARg SRC3 recr
Cc1ccccc1NC(=O)CSc1nc(N)c(C#N)cc1C#N,0,1,10,-19,1446,-1.1,0.9,4,0,0.9,-3
Cc1ccc(-n2nnc(-c3cnc4ccccc4c3)n2)cc1,-2,1.5,-1,9,1476,.,1,-1,-5,1.6,-1
Cc1nn(C)cc1S(=O)(=O)N1CCN(Cc2ccc(F)cc2Cl)CC1,14,0.9,27,2,1546,0.53,0.7,13,10,0.9,6
CCOc1ccc(N2C(=O)C3Sc4[nH]c(=O)sc4C(/C=C/c4ccccc4)C3C2=O)cc1 (centres undefined),-30,0.9,46,-11,1422,-0.43,0.5,-2,2,0.8,2
Cc1ccc(C(=O)NC(=S)Nc2cccc(-c3nc4ccccc4s3)c2)cc1,-31,1,2,-15,1640,.,1,-2,-4,0.9,3
CC(=O)Nc1ccc(OCC(O)CN2C(C)(C)CC(O)CC2(C)C)cc1 (centres undefined),22,1.1,8,-14,1521,1.4,0.9,7,-4,1,-1
CCCCN(Cc1ccccc1)C(=O)C1CCN(S(=O)(=O)c2c(C)noc2C)CC1,5,1,3,.,1553,0.94,1,2,2,1,5
COc1cc(C(=O)N/N=C(\C)c2ccc3c(c2)OCO3)cc(OC)c1OC,2,1,1,10,1383,0.92,1,-6,-4,1,-1
CCC[n+]1c(C)sc2c(OC)ccc(OC)c21,-4,1.2,7,-4,1554,-0.33,0.9,9,-8,1,6
CCN(CC)S(=O)(=O)N1CCN(S(=O)(=O)N2CCOCC2)CC1,11,1,-2,-1,1273,0.46,1,2,-14,1,0
CC(C)CCNC(=O)C(c1ccco1)N(Cc1ccc(F)cc1)C(=O)c1snc(C(N)=O)c1N (centres undefined),1,0.9,28,19,1524,-1.7,0.7,7,-2,0.9,0
Cn1c(CN2CCOCC2)nc2cc(NC(=O)c3ccc(Cl)cc3)ccc21,8,1,-4,-45,1567,-1.3,1,-4,11,1,3
COC(=O)C1=NN(c2ccccc2)C2C(=O)N(c3ccccc3OC)C(=O)C12 (centres undefined),8,1,12,-2,1503,0.28,0.9,11,2,0.8,5
CCn1c(SC/C=C/c2ccccc2)nnc1-c1cnccn1,2,1,9,-16,1574,.,0.9,0,-2,0.9,10
Cc1ccc(-n2nnnc2SCC(=O)N2c3ccccc3NC(=O)C2(C)C)cc1,13,0.9,21,21,1603,.,0.8,-8,-4,1,-2
Cc1cc(NC(=O)C2CC2)n(-c2nc3ccccc3s2)n1,2,1,-4,-17,1483,0.92,1,-4,-6,1,-1
O=C(NNc1nc2cc3c(cc2s1)OCO3)c1cccc(F)c1,23,1.1,5,-1,1529,0.7,1,-6,-7,1.1,-1
Cc1noc(C)c1N=Nc1ccccc1C(=O)O,0,1.1,-1,-8,1617,1.1,1,3,7,1.2,-2
CC(NC(=O)c1cc2ccccc2o1)c1ccccc1 (centres undefined),5,1.1,5,4,1458,0.36,0.9,-4,4,1,10
COc1ccc(O)c(C(=O)c2cnn(C(=O)c3cc(C)oc3C)c2)c1,9,1,2,.,1570,-2.3,1,5,-1,1,6
Cc1ccc(NC(=S)N(N)CCO)cc1,16,0.9,7,-12,1694,-0.64,0.9,10,-3,1,-2
C=CCSC1=C(C#N)C(c2ccccc2OCC)CC(=O)N1 (centres undefined),-11,0.9,12,-7,1539,0.015,0.9,0,3,0.9,7
CCCCCCSc1ncc(C#N)c(N)n1,6,1,-4,34,1762,0.13,1,4,8,0.9,10
Cn1cc(C2N3CC4(C)CN2CC(C)(C3)C4=O)c2ccccc21 (centres undefined),9,1,7,-2,1639,0.0032,0.9,3,-4,0.9,0
COc1ccc2cc(CN(CC3CCCO3)C(=S)NCc3ccco3)c(=O)[nH]c2c1 (centres undefined),10,1,22,6,1906,-1.1,0.8,4,10,0.9,7
SMILES,G6PDH CS,PMI act hi M6P,Diaph inh CS,S1P3 antagonist,SRC2 TRFRET art,ROMK mod,Diaph act CS,PPARg SRC2 recr,PPARg SRC1 recr,PMI activator,PPARg SRC3 recr
NC(=O)[C@@H]1CCCCNc2c(I)cc([N+](=O)[O-])cc2C(=O)N[C@@H](CCC(=O)O)C(=O)N[C@@H](CO)C(=O)N1,9,1.3,16,7,1558,-0.18,0.8,-1,5,1.3,6
O=C(Nc1ccc2oc(-c3ccccc3)nc2c1)c1ccccc1F,0,1,10,.,1684,.,0.9,8,14,1,-17
Cc1cc(C)n(-c2ccc(C(=O)NCCCN3CCOCC3)cc2)n1,-2,1,4,-17,1443,-0.035,1,4,0,1.1,2
Cc1cccc(NC(=O)CN2C(=O)N/C(=C\c3cccn3-c3cccc(C(=O)O)c3)C2=O)c1,6,1.2,14,-23,1677,-1.3,0.9,9,11,1.3,7
COc1ccc2c(c1)C1(Nc3ccccc3-c3nc4ccccc4n31)C(=O)N2 (centres undefined),16,0.9,29,-24,1658,.,0.7,7,3,1,1
O=C(CCNS(=O)(=O)c1cccs1)NCc1cccs1,9,1,2,.,1665,0.44,1,-1,5,1.1,4
CCn1c(CNc2cccc(Cl)c2)nnc1SCC(=O)OC1CCCCC1,2,0.9,12,-30,1588,.,0.9,1,3,0.8,2
CCCCCOC(=O)NC1CCS(=O)(=O)C1 (centres undefined),-1,1,2,-7,1559,-0.69,1,-1,1,1.1,1
O=C(COc1ccc(Cl)cc1Cl)NCc1ccncc1,11,0.9,16,-13,1268,.,0.8,-4,2,0.9,-3
Cc1ccccc1C(=O)Nc1ccc(O)cc1C(=O)O,6,1,8,-1,1749,.,0.9,10,4,1,3
O=C(NCc1ccco1)c1ccc(Cl)c(S(=O)(=O)Nc2ccccc2)c1,5,1,19,-1,1808,0.046,0.8,20,12,0.9,9
COc1cc(C(=O)N=c2sc3ccccc3n2C)cc(OC)c1OC,-6,1,3,21,1644,0.65,1,2,5,1,-1
Cc1ccc(SCC(=O)Nc2ccccc2C(=O)N2CCOCC2)cc1,24,0.9,4,-17,1562,.,1,-5,-5,0.9,-2
N#CCSc1nc2c(cc1C#N)CCCC2,3,1,-4,-24,1360,.,1,-10,-12,1,-10
CCCc1cc(C(=O)NNC(=S)Nc2cccc(C)c2)cs1,9,1,12,3,1702,.,0.9,9,4,0.9,-6
COc1ccc(-c2cc(C(F)F)n3ncc(C(=O)Nc4cc(C)on4)c3n2)cc1,17,1,-7,-10,1552,-0.078,1.1,-4,-4,1,2
CCN(CC)CCn1c(SCC(=O)Nc2cccc(OC)c2)nc2c(sc3ccccc32)c1=O,4,1.1,5,-13,1666,0.81,1,12,0,1,5
Cc1ccc2[nH]c3c(N4CCCCCC4)ncnc3c2c1,-35,1,7,.,1520,-4*,0.9,0,-2,1,-2
CC1=C(C#N)C(=O)OC(C)(C)C1,-8,1.3,10,.,1601,-2.7,0.9,8,2,1.1,2
NC(=O)c1ccsc1NC(=O)Cc1ccc([N+](=O)[O-])cc1,10,0.9,15,-17,1675,-1.8,0.8,0,-4,0.8,4
O=C(c1cc(-c2ccccn2)nc2ccccc12)N1CCN(c2ncccn2)CC1,5,0.9,8,-8,1739,-0.13,0.9,12,11,0.9,4
CCN(CC)S(=O)(=O)c1cccc(C(=O)c2c(C)cc3ccccn23)c1,12,1.1,3,-2,1644,-0.015,1,9,0,0.9,-4
O=C(O)c1ccc(/C=N/Nc2cccc(C(F)(F)F)c2)cc1,3,1.3,13,-5,1500,0.021,0.9,-4,0,1.4,6
CCC(=O)Nc1sc2c(c1C(N)=O)CCN(C(C)=O)C2,2,1,-5,-20,1638,.,1.1,1,1,1,3
O=C(NC(=S)Nc1ccc(CN2CCCCC2)cc1)c1ccco1,17,1,-3,-10,1565,-0.35,1,-1,8,1,4
SMILES,G6PDH CS,PMI act hi M6P,Diaph inh CS,S1P3 antagonist,SRC2 TRFRET art,ROMK mod,Diaph act CS,PPARg SRC2 recr,PPARg SRC1 recr,PMI activator,PPARg SRC3 recr
Cc1ccc(-c2csc3ncnc(SCc4ccc(C(=O)O)cc4)c23)cc1,16,1,19,-1,1497,1.7,0.8,0,10,1,-3
COc1ccc(S(N)(=O)=O)cc1N(C)S(=O)(=O)c1ccccc1,4,1,5,-1,1610,-0.37,0.9,2,-1,0.9,1
O=c1cc(-c2cccc3ccccc23)[nH][nH]1,-6,1,9,-12,1642,.,0.9,6,4,1,7
COCCn1nnnc1C(c1ccccc1OC)N1CCN(c2ccccc2)CC1 (centres undefined),1,1.1,10,4,1489,.,0.9,1,4,1.1,-2
Cc1ccc(Cl)cc1NC(=O)c1cccc(OC(F)F)c1,2,0.9,16,.,1540,-0.22,0.8,-2,-4,0.9,3
O=c1c(C=Nc2ccc(Oc3ccccc3)cc2)c[nH]n1-c1cccc(Cl)n1,4,1,11,.,1324,.,0.9,-2,1,1,-1
Cc1cc(OCC(=O)O/N=C(\N)c2ccccc2)ccc1Br,-4,0.9,4,1,1389,-0.15,1,2,-1,1,3
CCCN1Cc2cccc(C(=O)N3CCN(c4cc(Cl)ccc4C)CC3)c2C1=O,-2,1.1,3,20,1470,.,1,5,-7,1,3
N#C/C(=C\c1ccc(-c2cccc(Cl)c2)o1)C(=O)Nc1cccc2cccnc12,5,1,3,.,1382,-1.6,1,10,4,0.9,5
COCCn1c(Cc2ccccc2)nnc1SCC(=O)N1CCOCC1,8,1,7,-28,1737,0.64,0.9,10,-2,0.9,2

# 3 entries from above, sorted by the value under PMI activator, largest number first:
SMILES,PMI act hi M6P,S1P3 antagonist,ROMK mod,PMI activator
COCCn1nnnc1C(c1ccccc1OC)N1CCN(c2ccccc2)CC1 (centres undefined),1.1,4,.,1.1
Cc1ccc(-c2csc3ncnc(SCc4ccc(C(=O)O)cc4)c23)cc1,1,-1,1.7,1
N#C/C(=C\c1ccc(-c2cccc(Cl)c2)o1)C(=O)Nc1cccc2cccnc12,1,.,-1.6,0.9

# Screening data from PubChem.

# This is a random part of the collection, and some 3.3% of all compounds hit somewhere here.
